# GalR3 antagonist: blocks the human galanin receptor 3 | O60755 | HEK293 GalR3-CNG cAMP membrane potential fluorescence; galR3 body fused to GalR1 C-terminus | AID 651719 | actives 0.44% (n = 360,000) | inhibition, % at 3 µM;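 active means inhibition above the screen-wide average plus 3 SD, cut at about 13% in these data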;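 further: forskolin and galanin both at EC90 stimulate the cells; cAMP rise reported by CNG channel membrane potential dye signal; 0% = forskolin plus galanin with DMSO and 100% = forskolin alone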
# OXTR ag: activates the human oxytocin receptor | CHO-OTR cells, Fluo-8 calcium fluorescence; normalized: DMSO 0%, oxytocin 100% | actives 0.32% (n = 320,000) | P30559 | activation, % at 3 µM;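 active means activation above the mean of all tested compounds plus 3 SD, cutoff set per screening run, cut at about 20% in these data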;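 further: peak over basal fluorescence ratio from a 100 s FLIPR kinetic read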
# GPR7 antagonist: blocks human GPR7 receptor signaling. P48145. GPR7-expressing cells, fluorescence antagonist assay. inhibition, % at 4.4 µM. actives 1.1% (n = 290,000). AID 1861; in the data active means inhibition above about 16%, passing the limit was not always enough;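 further: cells stimulated with the agonist NPW; 0% = agonist with vehicle and 100% = vehicle without agonist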
# Target sequence (P48145 whole entry, looked up): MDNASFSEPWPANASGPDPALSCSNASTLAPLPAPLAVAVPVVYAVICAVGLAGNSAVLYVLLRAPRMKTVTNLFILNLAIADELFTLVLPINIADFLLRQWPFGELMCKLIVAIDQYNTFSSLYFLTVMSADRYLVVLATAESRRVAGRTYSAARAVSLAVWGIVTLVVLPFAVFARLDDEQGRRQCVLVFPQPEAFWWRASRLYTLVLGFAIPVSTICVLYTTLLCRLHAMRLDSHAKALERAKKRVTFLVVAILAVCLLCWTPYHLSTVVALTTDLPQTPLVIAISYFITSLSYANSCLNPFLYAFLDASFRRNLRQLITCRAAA
# HCV NS3 hel inh: blocks Hepatitis C virus NS3 helicase unwinding | NS3 helicase DNA unwinding, Cy5 molecular beacon fluorescence | inhibition, % at 10.9 µM | actives 0.56% (n = 290,000) | AID 1800;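 active means inhibition above the mean of all tested compounds plus 3 SD, set per campaign, cut at about 35% in these data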;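 further: 0% = DMSO wells and 100% = thioflavine S control wells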
#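 test system = hepatitis C virus NS3 helicase domain fragment enzyme | reagent = annealed dual-labelled DNA beacon duplex, ATP-started | times = 1 h at 25 °C | detection = Cy5 fluorescence, 0 and 60 min reads | read-out basis = percent inhibition from t60/t0 fluorescence ratio | control set = DMSO and thioflavine S | replication = one well per compound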
# VIM-2 inhibitor: inhibitors of Pseudomonas aeruginosa VIM-2 metallo-beta-lactamase | purified VIM-2, nitrocefin hydrolysis, epi-absorbance fluorescence | actives 0.89% (n = 290,000) | inhibition, % at 5.6 µM;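 active means inhibition above the mean of all tested compounds plus 3 SD, cutoff set per screening run, cut at about 7.5% in these data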;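 further: red hydrolysis product quenches plate fluorescence so inhibitors raise well fluorescence; 0% = enzyme with DMSO and 100% = DMSO without enzyme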
# FID counter: fluorescent intercalator displacement, NS3 helicase counter-screen | DNA fluorescent intercalator displacement, fluorescence | inhibition, % at 7.9 µM | actives 0.17% (n = 290,000) | AID 1845; in the data active means inhibition above about 37%;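 further: 0% = vehicle and 100% = reference compound; higher means more ethidium bromide displaced from hairpin DNA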
# IMP-1 inh: blocks Pseudomonas aeruginosa IMP-1 metallo-beta-lactamase | purified IMP-1, nitrocefin hydrolysis, epi-absorbance fluorescence | inhibition, % at 5.6 µM | actives 0.45% (n = 290,000) | AID 1556;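 active means inhibition above the mean plus 3 SD of all compounds in the same screening run, cut at about 4.5% in these data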;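 further: 0% = IMP-1 with DMSO and 100% = DMSO wells lacking enzyme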
#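 Assay system: purified IMP-1; Quantity: IMP-1 0.2 nM before substrate addition; Medium: HEPES buffer pH 7.1 with ZnSO4 and Brij 35; Incubation: 15 min enzyme–compound preincubation, then 25 min nitrocefin reaction, 25 °C; Signal: fluorescence quenching readout, ex 480/em 530 nm; Controls: DMSO with and without IMP-1; Repeats: singlicate testing.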
# V1aR counter: V1a receptor agonism, counter-screen for OXTR agonists. P37288. CHO-V1R cells, Fluo-8 calcium fluorescence, agonist mode; 0% DMSO, 100% 3 nM vasopressin. activation, % at 3 µM. actives 0.25% (n = 320,000);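 active means activation above the mean activation of all tested compounds plus 3 SD, per screening run, cut at about 20% in these data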;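 further: signal is peak over basal fluorescence ratio across a 100 second FLIPR read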
# Target sequence (P37288 whole entry, looked up): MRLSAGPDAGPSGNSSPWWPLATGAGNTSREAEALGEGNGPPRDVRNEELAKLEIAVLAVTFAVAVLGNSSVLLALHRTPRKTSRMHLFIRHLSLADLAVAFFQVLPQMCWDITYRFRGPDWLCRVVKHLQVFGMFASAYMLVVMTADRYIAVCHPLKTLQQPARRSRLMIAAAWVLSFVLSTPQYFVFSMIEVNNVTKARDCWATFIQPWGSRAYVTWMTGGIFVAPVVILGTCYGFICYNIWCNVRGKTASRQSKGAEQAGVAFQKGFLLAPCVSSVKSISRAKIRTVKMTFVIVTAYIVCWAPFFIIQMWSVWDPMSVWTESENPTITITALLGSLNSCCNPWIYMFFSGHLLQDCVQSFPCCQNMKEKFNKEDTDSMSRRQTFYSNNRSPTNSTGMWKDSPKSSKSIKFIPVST
# PHOSPHO1 inh: inhibitors of human PHOSPHO1 phosphatase; Q8TCT1; recombinant PHOSPHO1, absorbance phosphatase assay; inhibition, % at 13.3 µM; actives 1.1% (n = 290,000); in the data active means inhibition above about 60%
# Target sequence (Q8TCT1 whole entry, looked up): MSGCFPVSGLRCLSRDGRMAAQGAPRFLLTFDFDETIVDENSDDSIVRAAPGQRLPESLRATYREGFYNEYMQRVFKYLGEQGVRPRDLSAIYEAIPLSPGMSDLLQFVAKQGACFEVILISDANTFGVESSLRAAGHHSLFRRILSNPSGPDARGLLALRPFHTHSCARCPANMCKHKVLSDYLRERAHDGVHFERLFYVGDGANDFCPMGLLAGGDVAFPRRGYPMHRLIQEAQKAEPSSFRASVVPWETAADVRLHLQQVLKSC
# The depositor's hits bear a star; . = not tested or not shown.
# The line under a structure holds: GalR3 antagonist, OXTR ag, GPR7 antagonist, HCV NS3 hel inh, VIM-2 inhibitor, FID counter, IMP-1 inh, V1aR counter, PHOSPHO1 inh
> COc1ccc(OCC(=O)Nc2ccccc2OC(F)F)cc1
→ -3.1, -1.4, -8.9, 1.0, 1.5, 0.8, -3.0, -1.3, 13.8
> CCCS(=O)(=O)N1CCCC(C(=O)NCCc2ccccc2)C1 (stereo not given)
→ -12.9, -0.6, -3.9, -0.6, -2.0, -6.7, -1.8, -0.6, 28.6
> Cc1cc(C(=O)OCC(=O)N2CCN(C(=O)c3ccco3)CC2)c(C)n1-c1ccc(F)cc1
→ -5.5, -0.2, 0.5, -4.2, -0.3, -35.3, -1.4, 2.7, 20.8
> Cc1cc(C)nc(N2CCCC(C(=O)Nc3ccc4c(c3)OCO4)C2)n1 (stereo not given)
→ -3.0, -1.7, 4.9, 12.4, -1.2, -11.9, -1.6, -1.0, -22.8
> O=C(Cn1nc(-c2ccccc2)c2ccccc2c1=O)Nc1ccccn1
→ 1.6, -1.4, -5.3, -3.2, 1.7, -15.8, -0.1, 0.5, -8.4
> CCNCCNC(=O)c1c(O)c2cccc3c2n(c1=O)CCC3
→ -1.2, 0.5, 6.7, 10.7, 8.5*, 12.0, -1.9, 0.3, 12.5
> Cc1cccc2nc(CSC(=N)N)c(Br)n12
→ 3.2, 0.4, -3.8, -1.2, -3.4, 3.3, -2.4, 0.3, -0.8
> Cc1ccc(CNS(=O)(=O)c2c(C(=O)N3CCCCC3)c(C)n(C)c2C)cc1
→ -7.3, -0.4, 4.0, 1.0, -1.9, -37.0, 0.2, -0.8, 12.0
> CC(C)CCn1c(N2CCC(C(N)=O)CC2)nc2c1c(=O)[nH]c(=O)n2C
→ -2.3, 0.9, -11.7, -6.2, -1.3, -6.5, -2.2, 0.8, 10.8
> COCCn1c(SCC(=O)c2[nH]c(C)c(C(C)=O)c2C)nc2ccccc21
→ -3.2, 1.0, -11.9, -4.2, -0.6, -12.7, -5.3, 2.6, -7.2
> Cn1c(-c2ccc(Cl)nc2)nc2ccccc21
→ -9.4, -1.8, 13.5, 9.7, -2.2, -5.0, -3.0, 0.3, 36.9
> Cc1[nH]c(C)c2c(=O)n(-c3ccccc3)ncc12
→ ., 0.4, -6.0, 11.9, -3.4, 1.5, -4.2, 0.4, 4.7
> C=CCN(CC=C)CCOc1ccc2ccccc2c1
→ -4.8, -2.6, -3.7, -16.7, -0.9, 5.8, 0.9, -0.8, -21.7
> C=CCOC(=O)C1=C(C)Nc2[nH]c(=O)[nH]c(=O)c2C1c1ccccc1 (stereo not given)
→ -5.9, 0.5, -9.4, 14.2, -4.5, -22.3, -2.9, -0.7, -3.9
> Cc1cc(NC(=O)CSc2nc(-c3ccccc3)c(C#N)c(=O)[nH]2)no1
→ 1.4, 0.8, 1.9, 3.6, -2.0, -20.1, -5.8, 0.7, -9.2
> O=C1CS/C(=C/C(=O)c2ccccc2)N1
→ 0.8, 0.5, -14.8, -2.6, -0.5, 2.2, -0.5, -0.9, -25.9
> Cc1cc(C)nc(N/N=C/c2ccccc2OCc2ccc(Br)cc2)n1
→ -0.1, -2.0, -3.8, -29.6, -4.3, 2.3, -2.7, 0.6, 12.3
> O=[N+]([O-])/C(C(Cl)=C(Cl)Cl)=C(/Sc1ccccc1)N1CCCCC1
→ -1.0, 0.1, -4.8, 11.9, 0.6, -3.5, 0.7, -0.7, 51.9
> Cc1nccn1CCC(=O)O
→ 1.9, -0.4, -0.6, 2.7, -4.6, -2.6, -1.6, 0.1, 14.8
> Cc1ccc2nc3c(cc2c1)c(NS(=O)(=O)c1ccccc1)nn3CC(C)C
→ -2.3, -0.3, -3.5, 5.3, 1.6, -2.2, -2.8, -0.3, -18.6
> CCOC(=O)c1c(N)n[nH]c1-c1ccccc1
→ -1.1, -0.7, -11.6, -0.2, -2.8, -0.2, -0.5, -0.2, 1.7
> Cc1ccc(/C=N/N2CCN(C3c4ccccc4-c4ccccc43)CC2)o1
→ -4.5, -2.1, -6.0, -2.1, -0.6, -17.1, -0.5, -1.4, -16.6
> COc1cc(C(=O)NC2CCCc3ccccc32)cc(OC)c1C (stereo not given)
→ -10.6, -1.6, -7.4, 4.6, 0.8, -18.3, -2.2, 1.8, 10.8
> S=C(NCCN(C1CCCCC1)C1CCCC1)Nc1cccc(Cl)c1
→ -8.2, 16.5, 54.9*, -64.1, -2.6, 15.3, -2.9, 13.0, 20.3
> COc1cc2c(cc1OC)C(C)N(C(=O)c1cc(Cl)nc(Cl)c1)CC2 (stereo not given)
→ -8.5, 2.6, 9.8, -6.9, -1.3, -22.7, -2.6, 2.4, 46.3
> COc1cc(C(=S)N2CCCC2)ccc1OCc1ccccc1
→ -10.8, -1.9, 1.1, 0.7, 3.1, -25.2, 0.5, 2.3, 19.1
> CC(=O)N1c2ccc(S(=O)(=O)NCc3ccccc3Cl)cc2CC1C (stereo not given)
→ -0.7, 5.6, -9.2, 3.1, -0.2, -27.1, -2.5, 7.8, 19.1
> CCOC(=O)C(C)(C)Sc1nc2c(cnn2-c2ccc(C)cc2)c(=O)[nH]1
→ -3.5, -2.8, -13.3, 7.3, -4.9, -16.7, -4.9, -1.0, -38.4
> Cn1c(-c2ccc(Cl)cc2)cnc1NCc1cc2c(cc1[N+](=O)[O-])OCO2
→ -5.2, -1.6, 3.5, 7.3, -0.1, 2.8, -2.2, 1.7, -7.9
> O=C(O)c1ccc(N2C(=O)CC(N3CCN(c4cccc(C(F)(F)F)c4)CC3)C2=O)cc1 (stereo not given)
→ -3.7, 0.3, -16.6, 3.3, -1.6, -33.5, -3.1, 0.7, 40.1
> COc1ccc(CC(=O)OCC(=O)Nc2ccc3c(c2)OCCO3)cc1OC
→ -1.6, 0.3, 7.8, 12.0, -1.4, -10.7, -1.4, 1.1, -6.7
> O=C(NCc1ccco1)c1cc2n(n1)C(C(F)(F)F)CC(c1ccc(Cl)c(Cl)c1)N2 (stereo not given)
→ -6.3, 0.8, -13.3, 0.6, -2.6, -10.6, -4.1, 1.1, 1.7
> CCOC(=O)Cc1nnc(Nc2ccc(C(=O)NC)cc2)c2ccccc12
→ -1.2, -0.5, -12.8, -6.9, -2.0, -18.7, -0.9, 0.6, 15.9
> CCN(CC)C(=O)CSc1nc2ccccc2c(=O)n1-c1cccc(OC)c1
→ 1.9, -2.2, -1.0, -2.7, -2.7, -35.5, -2.5, -0.7, -33.7
> Cc1nc(C(=O)Nc2ccccc2Cl)cc2c1[nH]c1ccccc12
→ -6.1, -0.1, 9.8, -11.0, -0.2, 3.7, -1.0, 0.9, 15.9
> CCS(=O)(=O)Nc1ccc(NC(C)=O)cc1
→ -3.8, 1.0, 10.2, 1.1, -1.2, -1.2, -1.8, 0.6, -9.0
> C/C(CC(=O)Nc1ccccn1)=N\NC(=O)c1cnccn1
→ -1.4, 0.4, -11.6, -1.6, -3.1, -3.6, -4.9, 0.5, 23.7
> CC1(c2ccccc2)NC(=O)N(Cc2ccc([N+](=O)[O-])cc2)C1=O (stereo not given)
→ -0.4, 3.8, 6.5, -6.6, -1.1, 5.2, 2.1, 7.4, -0.8
> CN(C)c1ccc(NC(=O)Nc2cccc(Cl)c2)cc1
→ -1.9, 3.0, -5.8, 9.2, 2.1, 8.4, -5.9, 4.5, 93.4*
> CCOC(=O)c1cnn2cc(-c3[nH]ncc3[N+](=O)[O-])cnc12
→ -2.5, -0.3, -8.1, -6.5, -0.2, 1.2, -3.0, 0.0, 13.3
> COc1ccc(OC)c(NC(=O)C2CCCN2C(=O)NC2CCCCC2)c1 (stereo not given)
→ -9.8, -0.1, -13.1, 5.5, -4.1, -20.4, -4.5, 0.1, 14.3
> CCc1ccccc1NC(=S)NCC1CCN(c2ccc(OC)cc2)C1 (stereo not given)
→ -3.3, -0.1, 7.6, -20.2, -2.0, -2.3, -3.0, 3.4, 15.8
> CCC1CCCCN1C(=O)CSc1nnc(-c2ccco2)o1 (stereo not given)
→ -0.9, 0.4, 7.3, -0.4, -2.4, -12.0, 0.3, 1.1, 7.8
> CCc1ccc(NC(=S)Nc2ccc3[nH]c(=O)[nH]c3c2)cc1
→ -1.6, -0.4, -4.2, -12.2, -4.3, -4.1, -3.9, 0.2, 2.8
> O=C(Cc1coc2cc3c(cc12)CCC3)NCC1(N2CCCCC2)CCCCC1
→ -5.7, -0.6, 2.9, -39.2, -1.0, 13.1, 1.1, 0.1, -17.3
> COc1ccccc1C(=O)Oc1ccc2ccc(=O)oc2c1
→ -5.2, -0.5, -9.0, -1.9, 4.5, -20.2, -4.0, -0.1, 35.0
> COc1ccc(C(=O)N[C@H](C(=O)NCC2CCCCC2)C(C)C)cc1
→ -4.5, 0.1, -4.8, -3.0, -2.2, -23.1, -2.5, -0.3, 3.9
> COc1ccc(C(=O)O)nc1C
→ -9.1, 0.7, -1.9, 2.4, 1.3, 3.6, -0.7, 0.7, 3.1
> Cc1ccccc1NC(=O)c1ccccc1NC(=O)c1cccs1
→ -6.7, -1.2, 3.0, -4.5, -1.5, -17.9, -2.1, 1.0, 24.0
> COc1ccccc1C(=O)Nc1nc(-c2ccc3c(c2)OCCO3)cs1
→ 0.2, 1.7, -12.8, 3.0, -2.7, -3.9, -2.7, 0.4, -21.2
> CCCNC(=O)NS(=O)(=O)c1cnccc1Sc1ccc(Cl)c(Cl)c1
→ 1.3, -0.4, -8.0, 12.6, -1.6, -34.9, -2.6, -0.1, -22.8
> CCc1nnc(NC(=O)c2ccc(S(=O)(=O)N3CCOCC3)cc2)s1
→ ., 0.4, 5.9, 6.6, -1.8, 1.1, 3.2, -0.2, 16.5
> O=C(/C=C/c1ccco1)N1CCN(S(=O)(=O)/C=C/c2ccccc2)CC1
→ -0.4, -0.3, -3.5, -0.1, -1.4, -19.8, -2.4, 0.4, 38.5
> Oc1[nH]c2ccccc2c1N=Nc1ccc(F)cc1
→ -1.7, 1.8, -9.7, -6.0, -1.6, 1.7, -2.1, 2.8, -6.8
> COc1nccnc1NS(=O)(=O)c1ccc(N=Cc2c(C)[nH]n(-c3ccccc3)c2=O)cc1
→ 1.5, 0.3, -9.8, -2.9, -3.0, 2.9, -3.2, 0.5, 12.1
> NC(=O)CC(c1ccccc1)c1ccc2c(c1)OCO2 (stereo not given)
→ -7.8, ., -14.2, -4.5, -2.6, -6.9, -4.0, ., 24.1
> CC(C)(C)NC(=O)c1ccc2c(c1)C(=O)N(C1CCCCC1)C2=O
→ -4.6, -2.0, -4.3, 1.8, -0.4, -16.7, -1.5, -1.6, 3.3
> O=C(CSc1nnnn1-c1cccc2ccccc12)N1CCOCC1
→ -1.0, 1.6, -15.3, 2.9, -3.1, -11.4, -4.3, 1.4, -7.0
> COc1ccc(Cl)cc1-c1nc(SCC(=O)NC(C)C(C)C)n[nH]1 (stereo not given)
→ -4.8, -0.3, 10.1, -0.8, -1.9, -23.3, -1.0, -0.2, 3.5

# Bioassay records deposited in PubChem by several laboratories.

# The order is random; 4.3% or so of the library scored in one or more.
